# Source: PubChem
# D1 ag: human D1 receptor agonism | activation, % at 2 µM | HEK293 T-REx D1 cells, calcium flux, agonist mode | P21728 | actives 1% (n = 360,000); in the data active = activation above about 30%; note: 0% is about no effect
# Target sequence (P21728 whole entry, looked up): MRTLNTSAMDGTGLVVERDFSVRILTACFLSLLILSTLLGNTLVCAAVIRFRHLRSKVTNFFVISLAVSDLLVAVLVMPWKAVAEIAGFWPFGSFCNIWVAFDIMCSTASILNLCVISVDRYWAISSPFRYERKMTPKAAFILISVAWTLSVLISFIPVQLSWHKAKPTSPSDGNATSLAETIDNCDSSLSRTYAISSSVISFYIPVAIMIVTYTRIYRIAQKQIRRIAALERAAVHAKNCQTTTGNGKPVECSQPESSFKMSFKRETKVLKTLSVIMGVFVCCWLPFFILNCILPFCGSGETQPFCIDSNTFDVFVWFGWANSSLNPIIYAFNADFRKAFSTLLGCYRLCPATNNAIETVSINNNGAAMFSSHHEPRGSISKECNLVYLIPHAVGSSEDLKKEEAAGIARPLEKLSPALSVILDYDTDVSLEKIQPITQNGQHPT
#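 Agonism was scored from calcium flux recorded over 180 s (1 read/s) after pintool compound addition, following a 10-cycle baseline. Cells were inducible force-coupled HEK293 TREx D1, plated overnight at 30 C and loaded with no-wash calcium dye.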
# RXFP1 antagonist: RXFP1 (human) relaxin receptor antagonism; activity change, negative = inhibition, % at 57.5 µM; HEK293-RXFP1, relaxin-stimulated cAMP HTRF, 30 min; hits give low values; Q9HBX9; actives 0.59% (n = 350,000);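 active = activity change of -60% or lower, but not beyond a set lower limit; inconclusive = change between -60% and -40%, or beyond the set limit; inactive = change above -40%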; note: % is set by controls: 0 for no effect and ±100 for the full control effect
# Vif-APOBEC3F blk: inhibitors of Vif-A3F interaction; AID 602313; HeLa A3F-eYFP + Vif (tagged APOBEC3F with the HIV-1 protein that degrades it), YFP fluorescence increase; actives 0.2% (n = 390,000); Potency, µM (doses to about 46.1 µM), inactives show top-dose activity, negative = active; note: potency is the fitted concentration of half-maximal effect; % of control where 0% means no effect; nearly all actives have a fitted effect of over 65% in size
#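 HeLa cells stably expressing Vif plus C-terminally eYFP-tagged A3F were seeded, incubated overnight at 37 deg C, dosed with compound, incubated overnight again at 37 deg C. Yellow fluorescence (Ex 488/Em 500-530) reported blocked Vif-mediated A3F-eYFP degradation.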
# RXFP1 agonist: RXFP1 (human) receptor agonism; HEK293T-RXFP1 cAMP TR-FRET, 30 min; response scale: percent of porcine relaxin response, buffer zero; actives 0.3% (n = 370,000); Potency, µM (top dose mostly 57.5 µM), for the others: at the highest dose activation, usual class: activators; note: potency is the fitted concentration of half-maximal effect; % is set by controls: 0 for no effect and ±100 for the full control effect; nearly all actives have a fitted effect of over 60% in size; many of its hits are not listed in these tables
#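 Agonist response is measured as cAMP accumulation in an RXFP1-transfected HEK293T line under PDE4 inhibition. Values are scaled between buffer-only and 29 nM porcine relaxin, and EC50s come from standard Hill equation fits.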
# D1 antagonist: blocks dopamine activation of the human D1 receptor; actives 3.2% (n = 360,000); activity change, negative = inhibition, % at 10 µM; AID 504652; HEK293 TREx D1 cells, calcium flux, dopamine EC80; hits give low values; P21728; in the data active = activity change below about -30%; note: % is set by controls: 0 for no effect and ±100 for the full control effect
#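 Calcium flux readout: force-coupled, inducible Hek293 Trex D1 line, cells induced overnight at 30 C with tetracycline, dye-loaded 30–90 min at RT. Antagonism scored against EC80 dopamine challenge given 180 s after compound.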
# Vif-APOBEC3G blk: inhibitors of Vif-APOBEC3G interaction | Q9HC16 | HeLa A3G-eYFP + Vif (tagged APOBEC3G with the HIV-1 protein that degrades it), YFP fluorescence, overnight | Potency, µM (doses to about 46.1 µM), inactives show top-dose activity, negative = active, hits mostly inhibitors | actives 0.076% (n = 410,000) | AID 602310;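 note: potency is the fitted concentration of half-maximal effect; % is set by controls: 0 for no effect and ±100 for the full control effect; nearly all actives have a fitted effect of over 60% in size; hits raise eYFP signal because A3G escapes Vif-driven loss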
# Target sequence (Q9HC16 whole entry, looked up): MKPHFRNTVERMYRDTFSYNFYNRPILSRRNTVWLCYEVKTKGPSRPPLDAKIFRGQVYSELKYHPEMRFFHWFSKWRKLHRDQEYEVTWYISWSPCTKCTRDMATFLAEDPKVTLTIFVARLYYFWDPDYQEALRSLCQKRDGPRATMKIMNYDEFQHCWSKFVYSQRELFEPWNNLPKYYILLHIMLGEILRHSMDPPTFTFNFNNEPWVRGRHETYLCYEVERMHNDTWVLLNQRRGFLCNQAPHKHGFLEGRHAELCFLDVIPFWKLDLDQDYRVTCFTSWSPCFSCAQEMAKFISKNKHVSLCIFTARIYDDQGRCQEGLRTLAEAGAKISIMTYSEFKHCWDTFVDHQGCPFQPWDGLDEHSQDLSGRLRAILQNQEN
#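 HeLa cells stably expressing Vif and C-terminally eYFP-tagged A3G, seeded overnight at 37 deg C, then exposed to compound by pintool overnight at 37 deg C. Rise in yellow fluorescence (Ex 488/Em 500-530, Acumen) marks blocked Vif-driven A3G degradation.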
# D1 PAM: enhances dopamine response at the human D1 receptor; P21728; HEK293 TREx D1 cells, calcium flux, dopamine EC20 potentiation; potentiation, % at 10 µM; actives 0.036% (n = 360,000); AID 504651; in the data active = potentiation above about 30%; note: 0% is about no effect
# Glioma ERSR ind: ER stress response induction in glioma; actives 0.02% (n = 420,000); Potency, µM, inactives show at the top dose activation, most hits filed as activators; AID 602332; U87-MG GRP78 promoter luciferase reporter, 16 h; note: potency is the fitted concentration of half-maximal effect; series mostly up to about 76 µM; % of control where 0% means no effect; nearly all actives have a fitted effect of over 35% in size
#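 Stably transfected U87-MG human glioma cells carrying a GRP78-based luminescent sensor were seeded at 1000 cells/well, pin-dosed with compounds and incubated 16 h. Luciferase reagent was then added, and end-point luminescence was read after 10 min at room temperature.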
# D2 potentiator: D2 dopamine receptor (human) potentiation. P14416. HEK293 T-REx D2, calcium flux, EC20 dopamine potentiation. potentiation, % at 10 µM. actives 0.34% (n = 340,000);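 active = potentiation over 3 SD above the plate norm, cut at about 30% in these data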; note: 0% is about no effect
#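 Tetracycline-induced HEK293 T-REx cells force-coupled to calcium signalling expressed D2; compounds were pin-added after a 10 s baseline, read kinetically 180 s, then an EC20 dopamine challenge followed with a further 180 s calcium read.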
# Numbers without * were called inactive; ? = inconclusive; / = not tested or not shown; & = joins results of further samples. Unless noted, calls come from the whole dose curve; as a rule, active = well fitted curve in the direction sought with a large enough effect; inconclusive = small, poorly fitted or top-dose-only effect, or another doubt; inactive = no such curve, though single readings can be large; an effect the other way counts as inactive or inconclusive. These rows are one share of the data. The share of hits here may be higher or lower than overall.
SMILES,D1 ag,RXFP1 antagonist,Vif-APOBEC3F blk,RXFP1 agonist,D1 antagonist,Vif-APOBEC3G blk,D1 PAM,Glioma ERSR ind,D2 potentiator
CC1CCN(CCC(=O)Nc2ccc(Br)cc2)CC1,/,-16,0%,/,/,-5%,/,-3%,/
COc1ccc(C(=O)SC2=NCCS2)cc1OC,2,-11,-6%,-1.1%,2,-8%,-1,2%,1
CCOc1ccc(C(=O)Nc2ccc3c(c2)OCCO3)cc1Br,-2,/,1%,-2.9%,7,0%,1,4%,1
COCCSc1nnc(NC(=O)c2ccc(OC)c([N+](=O)[O-])c2)s1,0,9,-4%,0.5%,5,-8%,-1,0%,29
CCC(CC)C(=O)c1c[nH]c(C(=O)NCc2ccncc2)c1,0,-27,-9%,0.5%,-8,-1%,-1,-2%,-5
Cc1ccc(-c2nnc(SCC(=O)n3c4c(c5ccccc53)CCCC4)o2)cc1,1,/,/,-1.5%,5,/,0,/,-5
COc1ccc(CNCc2cccc(OC)c2OC)cc1Br,16,-4,12%,-1.9%,-5,-1%,-2,-4%,-2
CC1(C)Cc2ccccc2-c2nnc(-c3ccccn3)n21,3,-7,-1%,0.2%,-9,-3%,-1,-6%,13
O=C(Nc1ccccc1)C1=C[C@H](c2ccc3c(c2)OCO3)C[C@H](OCCCCO)O1,8,/,4%,0.1%,9,1%,-2,4%,7
COc1ccc(CNC(=O)c2cc3c(=O)n(Cc4ccco4)ccc3nc2C)c(OC)c1,0,10,3%,-0.6%,-7,-1%,-5,-3%,0
Cc1csc(SCC(=O)Nc2cc(F)ccc2C)n1,/,-6,2%,/,/,-3%,/,-3%,/
COc1cc(/C=N/NC(=O)c2ccoc2C)cc(OC)c1O,1,-15,4%,-0.8%,7,-12%,-6,9%,6
O=C(Cn1c(=O)oc2ccccc21)N1CCN(c2ccc(N3CCOCC3)nn2)CC1,2,/,-2%,0.4%,12,1%,/,-2%,4
COc1ccccc1-c1c(C)nn2c(C)c(C(C)=O)cnc12,1,1,-7%,0.6%,19,0%,-3,-3%,/
O=C(CCc1ccncc1)NC1CCCc2c1cnn2-c1ccc(F)cc1F (centres undefined),2,-9,2%,3.4%,-15,2%,-4,-5%,10
CC1CN(C(=O)c2cc(S(=O)(=O)N3CCCCC3)ccc2Cl)CC(C)O1 (centres undefined),5,-6,-11%,1.6%,20,-2%,/,-2%,-1
Cc1nc2ncnn2c(C)c1CCC(=O)O,1,0,5%,5.2%,-37*,-1%,-2,-4%,-12
O=C(c1cnn2cccnc12)N1CCN(c2ccccc2)CC1,-2,11,9%,-0.1%,-3,2%,-2,1%,/
Cc1ccc(S(=O)(=O)N2Cc3ccccc3CC2C(N)=O)cc1 (centres undefined),/,-1,0%,/,/,0%,/,-3%,/
CCOC(=O)CC1C(=O)NCCN1Cc1cccc(OC)c1 (centres undefined),1,/,0%,-0.3%,-14,1%,-6,-3%,-1
CC(=O)N1CCc2cc(S(=O)(=O)N3CCc4ccccc43)ccc21,18,-15,6%,0.0%,-26,-7%,-3,-5%,-2
Cc1ccc(C(=O)NC(=S)Nc2ccc(CN3CCOCC3)cc2)cc1,6,-2,-17%,2.2%,-4,-1%,-5,0%,-10
COC(=O)\C(C(C)=O)=C(/C=C/C=C/N(C)C)N(C)C,4,-4,-2%,0.4%,6,-5%,-6,-4%,3
CC(C)(Oc1ccc(Cl)cc1)C(=O)Nc1nnc2n1CCS2,0,/,-15%,-0.3%,-2,2%,-1,-2%,-6
Cn1nc(C(=O)Nc2cccc(C(F)(F)F)c2)ccc1=O,-1,6,6%,-1.1%,5,6%,-2,-2%,/
Cc1cc([N+](=O)[O-])c(C(C)(C)C)cc1N,0,4,13%,2.8%,/,-6%,-4,-8%,-2
O=C(c1ccc2c(c1)OCO2)C1CCCN(Cc2cccn2-c2cccnc2)C1 (centres undefined),2,4,?,3.4%,-12,-2%,-1,0%,-14
COc1ccc(CCNC(=O)C(C)Sc2ccccc2)cc1OC (centres undefined),/,11,/,1.5%,/,-1%,/,-4%,/
COc1ccccc1NC1=CC(=O)CC(c2ccccc2)C1 (centres undefined),0,1,4%,6.0%,-4,-7%,-8,-4%,-4
Fc1ccccc1NC(=S)N(CCN1CCCCC1)Cc1ccco1,1,-6,1%,1.2%,1,1%,-4,-3%,/
CC1=NN(C(N)=S)C(=O)C1N=Nc1ccc(F)cc1 (centres undefined),6,25,1%,2.4%,-20,1%,-4,-1%,1
COCCN1CCN(C(=O)c2cc(COc3ccc(F)c(F)c3)on2)CC1,6,7,-22%,-1.7%,6,-3%,4,6%,2
Brc1ccccc1OCCOc1cccc2cccnc12,6,-24,6%,4.4%,3,-2%,-4,1%,1
Cn1c2ccccc2c2ncn(CCN3CCOCC3)c(=O)c21,0,-8,2%,1.3%,2,-1%,-2,-2%,18
Cc1ccc(S(=O)(=O)c2n[nH]n3c2nc(=O)c2ccccc23)cc1,3,17,1%,-2.5%,6,-5%,-6,-4%,-4
O=C(c1ccco1)N1CCN(c2ccc([N+](=O)[O-])cc2Cl)CC1,7,4,-4%,0.3%,-26,5%,-8,6%,20
CCn1c(CSc2nc3ccccc3s2)nnc1SCC(=O)c1ccc2c(c1)OCCO2,3,4,-5%,-1.1%,-8,-7%,0,-3%,-4
CCn1cc(C(=O)NCCc2ccc(C)cc2)c(=O)c2cc(S(=O)(=O)N(C)C)ccc21,1&0,6&-5,1%&0%,?,-5&9,0%&2%,-4&3,-3%&-6%,-14&3
Cc1ccc(O)c(NC(=S)NC(=O)CC(C)C)c1,1,-2,-5%,0.0%,-4,0%,2,3%,-3
CCCOc1ccccc1C(=O)Nc1nc2c(s1)CCCC2,6,?,-3%,2.3%,14,-7%,4,-4%,11
S=C(Cc1ccccc1)NCCc1ccccc1,-1,/,-7%,-1.0%,-15,-6%,0,-4%,9
COc1cc2cc(C(c3nnnn3C3CCCC3)N3CCCCC3)c(=O)[nH]c2cc1OC (centres undefined),0,1,-5%,3.6%,12,-1%,-3,-4%,-10
CCOc1cc2sc(N3CCC(C(=O)Nc4ccc(CC)cc4)CC3)nc2cc1Br,2,-4,-14%,4.2%,-2,1%,-1,2%,-8
Cc1ccc(CN2CCN(Cc3cccc(-n4cccn4)c3)CC2CCO)cc1 (centres undefined),3,-13,3%,0.4%,6,5%,13,-5%,-28
CCN(CC)CCNC(=O)c1cccc(NC(=O)C(=O)c2ccccc2NC(C)=O)c1,2,1,-1%,-3.1%,2,0%,1,0%,-1

# Quoted from the listing, three compounds:
SMILES,D1 ag,RXFP1 antagonist,Vif-APOBEC3F blk,RXFP1 agonist,D1 antagonist,Vif-APOBEC3G blk,D1 PAM,Glioma ERSR ind,D2 potentiator
CC1=NN(C(N)=S)C(=O)C1N=Nc1ccc(F)cc1 (centres undefined),6,25,1%,2.4%,-20,1%,-4,-1%,1
COCCN1CCN(C(=O)c2cc(COc3ccc(F)c(F)c3)on2)CC1,6,7,-22%,-1.7%,6,-3%,4,6%,2
Brc1ccccc1OCCOc1cccc2cccnc12,6,-24,6%,4.4%,3,-2%,-4,1%,1

# More results follow:
SMILES,D1 ag,RXFP1 antagonist,Vif-APOBEC3F blk,RXFP1 agonist,D1 antagonist,Vif-APOBEC3G blk,D1 PAM,Glioma ERSR ind,D2 potentiator
O=C(COC(=O)c1ccccc1)NC1CCCC1,4,-1,0%,5.3%,-19,-1%,-7,2%,6
COc1ccc(C(=O)NC(c2ccccc2Cl)c2cc(Cl)c3cccnc3c2O)cc1 (centres undefined),14,?,?,8.2%,0,-12%,8,-2%,5
CCCCCn1c(=O)[nH]c2cc(C(=O)NCCCN3CCC(C)CC3)ccc2c1=O,2,7,-7%,2.1%,5,-3%,-8,-2%,-13
CCc1nn2c(=O)cc(COC(=O)CNC(=O)c3ccccc3)nc2s1,2,/,-1%,13%,-2,1%,-7,-3%,12
Cc1cc(N2CCOCC2)c2c(N)c(C)cc(C)c2n1,0,1,5%,-1.1%,-7,1%,-2,-7%,-11
COc1ccc(-c2ccc(NS(=O)(=O)c3ccccc3Cl)cc2)nn1,-1,-19,-1%,-3.6%,15,-1%,-2,-2%,16
CC(C)(C)NC(=O)COC(=O)c1cc(Br)ccc1Cl,1,5,-1%,1.0%,26,2%,-7,-1%,-6
COc1ccc(OCC(O)CNC(=O)c2c(-c3ccccc3)noc2C)cc1 (centres undefined),-1,3,10%,-1.0%,3,-6%,-2,-3%,-4
O=C1C2C3CC(C(Br)C3Br)C2C(=O)N1c1nccs1 (centres undefined),/,-3,-2%,/,/,-1%,/,-3%,/
O=C(O)C1CC=CCC1C(=O)Nc1ccccc1Cl (centres undefined),2,9,-1%,-0.8%,-13,3%,-2,-1%,-2
Cc1ccc(CN2CCN(/N=C/c3ccc(Cl)c([N+](=O)[O-])c3)CC2)cc1,1,-2,3%,-0.3%,-15,-9%,-2,-4%,/
O=S(=O)(NCCSCc1ccc(Cl)c(Cl)c1)c1ccc2c(c1)OCCO2,/,13,-6%,/,/,-7%,/,-1%,/
COc1cc(C(=O)Nc2ccc(C)c(S(=O)(=O)N(C)C)c2)ccc1OCC(=O)N1CCOCC1,1,-10,-14%,2.5%,-14,-4%,-14,2%,5
CC(=O)c1nnn(-c2ccccc2C#N)c1C,1,-10,-9%,1.1%,0,-1%,0,1%,/
CCc1ccc(NC(=O)c2nn(-c3ccc(C)cc3)c(=O)n(C)c2=O)cc1,5,0,-4%,0.2%,-19,1%,2,-4%,11
COc1ccc(C2C(CC(=O)O)=C(Nc3ccccc3)C(=O)N2c2ccccc2)cc1 (centres undefined),0,9,0%,4.2%,-7,-5%,-8,2%,-9
CCn1c(SCC(=O)c2c[nH]c3ccccc23)nnc1-c1cccs1,10,-3,22µM*,6.6%,-15,11µM*,-16,-2%,/
CC(C)NCC(O)COCCOc1ccc(Br)cc1 (centres undefined),6,0,1%,0.7%,7,-1%,-4,-1%,-8
COC(=O)[C@H](Cc1ccccc1)NC(=O)c1cc(COc2c(F)cccc2F)on1,31*,15,-15%,-0.6%,-20,-3%,-1,2%,4
